HT1080 IDH1KD tx: qHTS for induction of synthetic lethality in tumor cells producing 2HG: qHTS for the HT-1080-IDH1KD cell line; HT-1080 IDH1 knockdown viability, ATP luminescence, 48 h; 360,000 tested, 2% active; AID 686971, 2013; Potency, µM (series often up to 46.1 µM), without a hit: top-dose activity, negative = toxicity, usual class: cytotoxic;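 also: potency is read from the fitted curve at half-maximal effect; 0% = DMSO wells and -100% = cell-free medium wells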
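In this qHTS, HT-1080 cells depleted of IDH1 are exposed for 48 h at 37 °C to compound titrations. Toxicity is scored from CellTiter-Glo luminescence, with DMSO as full viability and medium alone as none.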
SW480 rereplic: A quantitative high throughput screen for small molecules that induce DNA re-replication in SW480 colon adenocarcinoma cells; AID 624297, 2012; Potency, µM (titrated, usually from 46.1 µM), without a hit: at the top dose re-replication activation, usual class: activators; SW480 DNA re-replication, Hoechst DNA content imaging, 48 h; 340,000 tested, 1.8% active; also: potency is read from the fitted curve at half-maximal effect; % of control where 0% means no effect; nearly all actives have a fitted effect of over 55% in size
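Per well, 250 cells were exposed to pinned compound for 48 hr. Nuclear DNA was visualised with Hoechst (40 min, 37 C) and total object intensity recorded by fluorescence scanning.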
MCF10A rereplic: A quantitative high throughput screen for small molecules that induce DNA re-replication in MCF 10a normal breast cells; MCF 10A DNA re-replication, Hoechst nuclear intensity, 48 h; Potency, µM (titrated, usually from 46.1 µM), for the others: at the highest dose activity, positive = re-replication, hits mostly activators; 350,000 tested, 2.9% active; also: potency is read from the fitted curve at half-maximal effect; % of control where 0% means no effect; nearly all actives have a fitted effect of over 50% in size
KB-V1 MDR tox: qHTS assay for MDR1-selective chemotherapeutics: Primary screen using the drug-selected MDR subline cells KB-V1. 400,000 tested, 3.4% active. KB-V1 MDR cells viability, CellTiter-Glo, 72 h. AID 1347076, 2019. Potency, µM (top dose mostly 46.1 µM), without a hit: at the highest dose activity change, negative = cytotoxicity, most hits filed as cytotoxic; also: potency is read from the fitted curve at half-maximal effect; % is scaled to controls: 0 for no effect and ±100 for the full control effect; nearly all actives have a fitted effect of over 60% in size
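Following 72 h at 37 degrees C with compound, KB-V1 cell viability was read by CellTiter-Glo luminescence, medium being phenol-red-free DMEM plus 10% FBS; concentration-response parameters came from normalized, curve-fitted qHTS data.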
HT1080-NT tox: qHTS for induction of synthetic lethality in tumor cells producing 2HG: qHTS for the HT-1080-NT fibrosarcoma cell line | HT-1080-NT fibrosarcoma viability, CellTiter-Glo ATP luminescence, 48 h | Potency, µM (doses to about 46.1 µM), without a hit: at the top dose activity, negative = less viability, usual class: cytotoxic | 360,000 tested, 1.6% active;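 also: NT is the 2HG producing partner of a matched IDH1 knockdown line; potency is read from the fitted curve at half-maximal effect; 0% = DMSO-treated cells and -100% = media-only wells without cells; nearly all actives have a fitted effect of over 55% in size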
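Luminescent CellTiter-Glo readout after 48 hours of compound exposure at 37 degrees C defined viability of HT-1080-NT cells. Activity was normalized to DMSO wells and cell-free media wells; concentration-response curves were fitted and assigned curve classes.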
ATXN2 expr inh: Primary qHTS for Inhibitors of ATXN expression | Potency, µM (top dose mostly 57 µM), for inactives: at the top dose activity change, negative = inhibition, hits mostly inhibitors | HEK-293 ATXN2-luciferase reporter, luminescence, 24 h | 360,000 tested, 0.72% active; also: potency is read from the fitted curve at half-maximal effect; % is scaled to controls: 0 for no effect and ±100 for the full control effect; nearly all actives have a fitted effect of over 55% in size
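ATXN2-luciferase reporter cells (luciferase flanked by upstream and downstream ATXN2 gene portions) were treated 24 h at 37 °C with compounds at up to 57 uM. SteadyGlo luminescence gave expression; GF-AFC fluorescence gave viability.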
IL1B secr inh: qHTS for Inhibitors of Inflammasome Signaling: IL-1-beta AlphaLISA Primary Screen; activity change, % at 57.5 µM; THP-1 LPS/ATP IL-1B secretion, AlphaLISA, 16 h; active compounds read low; AID 743279, 2014; 360,000 tested, 4.7% active; in the data active = activity change below about -50%; inconclusive = mostly about -30% to -49%; also: % is scaled to controls: 0 for no effect and ±100 for the full control effect
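Secreted IL-1B measured by AlphaLISA bead assay after 16 h compound exposure of THP-1 cells; compounds (final up to 57.5 uM) added 1 h before LPS (250 ng/mL) and ATP (1.25 mM) stimulation; lower signal means less secretion.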
ATXN viability: Viability Counterscreen for Primary qHTS for Inhibitors of ATXN expression; S2 cells (HEK-293 line with an ATXN2-luciferase reporter) viability, CellTiter-Fluor protease fluorescence, 24 h; Potency, µM (top dose mostly 56.7 µM), actives largely listed as cytotoxic; 400,000 tested, 0.49% active; also: potency is read from the fitted curve at half-maximal effect; nearly all actives have a fitted effect of over 40% in size
KB-3-1 cytotox: qHTS assay for MDR1-selective chemotherapeutics: Primary screen using the parental adenocarcinoma cell KB-3-1 | KB-3-1 viability, CellTiter-Glo ATP luminescence, 72 h | Potency, µM (series often up to 46.1 µM), without a hit: at the top dose activity change, negative = cytotoxic, most hits filed as cytotoxic | 400,000 tested, 1.4% active | AID 1347075, 2019; also: potency is read from the fitted curve at half-maximal effect; % is scaled to controls: 0 for no effect and ±100 for the full control effect; nearly all actives have a fitted effect of over 60% in size
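Screening of KB-3-1 cells (DMEM, 10% FBS, phenol-red free) ran from lowest to highest compound concentration; after 72 h at 37 °C viability was read luminescently and curves fitted.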
An asterisk follows results filed as active; i = inactive; ? = inconclusive; / = not tested or not shown; & = joins results of further samples; [ ] = remark or other dose. Unless noted, calls follow the shape of the dose curve; as a rule, active = well fitted curve in the direction sought with a large enough effect; inconclusive = small, poorly fitted or top-dose-only effect, or another doubt; inactive = no such curve, though single readings can be large; an effect the other way counts as inactive or inconclusive.

canonical_smiles,MCF10A rereplic,HT1080 IDH1KD tx,SW480 rereplic,KB-V1 MDR tox,IL1B secr inh,HT1080-NT tox,ATXN2 expr inh,ATXN viability,KB-3-1 cytotox
Cc1ccccc1NC(=S)NC(=O)CCc1ccccc1,-3%,?,4%,?,3,10µM*,1%,i,5%
COc1ccc(N2CCN(C(=O)c3ccc(COc4ccc5c(C)cc(=O)oc5c4)cc3)CC2)cc1,?,10%,-23%&-1%,?,-20,11%,-23%,i,-14%
CC(C)CNC(=O)COc1cccc(C(=O)NCc2ccccc2)c1,-4%,10%,-10%,-30%,19,12%,1%[11.3 µM],i,23%
O=S(=O)(Nc1nc2ccccc2nc1NCCN1CCOCC1)c1cccc(Cl)c1,15%,6%,0%,-10%,-15,-2%,30%,i,-3%
CCc1nc2ccccc2n1CCCCOc1ccc(Cl)cc1,/,/,/,3%,/,/,?,?,-3%
COc1ccc(CCNC(=O)CCNC(=O)c2ccc(Br)cc2)cc1OC,0%,9%,-6%,-16%,19,4%,16%,i,0%
O=C(C[C@@H]1CC[C@@H]2[C@H](COC[C@H](O)CN2C(=O)Nc2ccc(F)cc2)O1)NCCc1ccncc1,/,-10%,/,-10%,10,-1%,/,/,0%
CC1CCN(S(=O)(=O)c2cn(CC(=O)Nc3cccc(C#N)c3)cn2)CC1,-1%,-2%,?,?,13,-12%,-11%,i,-10%
COc1ccc(C(=O)c2ccc(OC)cc2O)c(O)c1,11%,-27%,0%,-2%,-16,-9%,43%[activator],i,8%
CCN(C(=O)CCc1nnc2ccc(NCc3ccco3)nn12)c1ccccc1,1%,-6%,-4%,?,64,-4%,-2%,i,3%
NC(Cc1c[nH]c2ccc(OCc3ccccc3)cc12)C(=O)O (configuration not stated),?,3%,?,-10%,-2,-8%,-37%,i,-9%
Cc1ccc(C)c(COc2coc(CN3CCN(C(=O)c4ccco4)CC3)cc2=O)c1,5%,-1%,7%,?,2,-5%,-8%,i,1%
Cc1nc(Sc2nnnn2C)c2c3c(sc2n1)CCC3,1.5µM*,5.2µM*,5.8µM*,6.5µM*,-57*,3.3µM*,20%,i,3.3µM*
O=C(Nc1ccc(OC(F)(F)F)cc1)c1cc(-c2ccc(Cl)cc2)on1,/,/,/,7%,/,/,-5%,i,9%
Cc1ccc(NC(=O)c2cnc(N3CCN(c4ccccn4)CC3)c3ccccc23)c(Br)c1,18µM*,?,?,?,-28,-14%,?,i,?
Cc1cc(C)nc(NS(=O)(=O)c2ccc(NCN3C(=O)c4ccccc4C3=O)cc2)n1,/,15%,/,-3%,-27,14%,/,i,-6%
O=C(Cc1ccccc1)Nc1ccc2c(c1)CCC2,12%,5%,5%,?,-14,-1%,27%,i,-9%
O=S(=O)(c1ccc(Cl)cc1)N1CCC2(CC1)OCCN2S(=O)(=O)c1cccs1,13%,-17%,4%,?,-13,-1%,-13%,i,-20%
Cc1ccc(Oc2cc(-n3nc(C)cc3C)ncn2)cc1,7%,11%,-14%,-28%,-9,4%,32%[activator],i,-4%
CCOc1ccccc1N(CC(=O)NC1CCCCC1)C(=O)CCC(=O)Nc1nccs1,0%,0%,-3%,-27%,6,-9%,-7%,i,4%
CCOc1ccc(-n2nc3ccc(NC(=O)c4ccc(C)cc4C)cc3n2)cc1,/,/,/,6%,/,/,-8%,i,8%
O=C(CC1=NC2(CCCC2)Cc2ccccc21)N1CCOCC1,21%,2%,2%,-4%,-7,-20%,-17%,i,-10%
CCOc1ccc(-n2cc(-c3ccccc3)c3c(SC(C)C(=O)OC)ncnc32)cc1 (configuration not stated),-4%,6%,-3%,14%,37,2%,-5%,i,10%
CC(C)(C)NC(=O)CCc1nnc(Cc2c[nH]c3ccccc23)o1,4%,-3%,-7%,24%,23,-3%,11%,i,-1%
CC(C)(C)n1nnnc1C(c1ccc(F)cc1)N1CCC(C(N)=O)CC1 (configuration not stated),-1%,-1%,-159%[inhibitor],6%,7,12%,/,i,3%
NC(=O)c1cc2ccccc2o/c1=N\NC(=O)c1ccncc1,1%,5%,-10%[1.84 µM],19%,4,3%,3%,i,1%
CC(NNC(=S)N1CCCCCC1)c1ccc2ccccc2n1 (configuration not stated),/,?,/,-1%,85,23µM*,8.9µM*,/,?
CCOC(=O)c1noc2ncnc(N3CCN(c4cccc(Cl)c4)CC3)c12,/,/,/,?,/,/,-23%,i,?
Cc1nc(C)c(C(=O)OCC(=O)Nc2ccccc2SCC#N)s1,13%,-14%,-5%,8%,19,-2%,5%,i,15%
CC1=C(C(=O)N(C)C)CC(CC(=O)NC2CCCCC2)C(=O)N1CCC1=CCCCC1 (configuration not stated),/,2%,/,?,-21,0%,34%[activator],i,-9%
COc1cccc(C(=O)Nc2ccc(-c3nc4ccccc4o3)c(O)c2)c1,10%,?,?,?,-5,?,-14%,i,-11%
O=C(COC(=O)CC1CC2CCC1C2)Nc1c(F)cccc1F (configuration not stated),-3%,21%,-1%,12%,3,26%,-11%,i,9%
NS(=O)(=O)c1ccc(CNS(=O)(=O)c2ccc3c(c2)OCCO3)cc1,0%,1%,-2%,8%,4,8%,6%,i,-3%
CC(=O)N1CCN(S(=O)(=O)c2cccc(C(=O)NNC(=O)Cn3ccc(C(F)(F)F)n3)c2)CC1,7%,11%,?,0%,17,12%,3%,i,3%
O=C(CCc1ccccc1)NNC(=O)Nc1ccc(Br)cc1,0%,1%,3%,25%,-8,4%,0%,i,-2%
O=C(CCc1ccc(F)c(F)c1)NC1CCCN(Cc2ccc(Cl)cc2)C1 (configuration not stated),-2%,-22%,-2%,-16%,-78*,-17%,-28%,i,-14%
O=C(NCCCc1nc2ccccc2n1Cc1ccccc1F)c1ccco1,/,/,/,5%,/,/,0%,i,-1%
Cc1csc(NC(=O)CSCc2c(C)noc2C)n1,-1%,11%,-68%[inhibitor],-10%,5,12%,10%,i,-13%
COc1ccc(NC(=O)CSc2nncc(=O)n2N)cc1OC,5%,5%,2%,10%,-1,6%,15%,i,-1%
NNc1nc2ccccc2c(=O)n1Cc1ccccc1,-5%,-2%,5%,-16%,-12,0%,17%,i,12%

Reprinted at random: 2 records from the list.
canonical_smiles,MCF10A rereplic,HT1080 IDH1KD tx,SW480 rereplic,KB-V1 MDR tox,IL1B secr inh,HT1080-NT tox,ATXN2 expr inh,ATXN viability,KB-3-1 cytotox
O=C(CCc1ccccc1)NNC(=O)Nc1ccc(Br)cc1,0%,1%,3%,25%,-8,4%,0%,i,-2%
COc1cccc(C(=O)Nc2ccc(-c3nc4ccccc4o3)c(O)c2)c1,10%,?,?,?,-5,?,-14%,i,-11%

Next section:
canonical_smiles,MCF10A rereplic,HT1080 IDH1KD tx,SW480 rereplic,KB-V1 MDR tox,IL1B secr inh,HT1080-NT tox,ATXN2 expr inh,ATXN viability,KB-3-1 cytotox
COc1ccc2c([N+](=O)[O-])c(Cl)[nH]c2c1,-3%,0%,0%,-2%,2,1%,/,?,-2%
COc1ccc(CCNC(=O)CCc2c(C)nc3cc(-c4ccccc4OC)nn3c2C)c(OC)c1,/,/,/,-31%,/,/,?,?,0%
CC(=O)C(C(c1ccccc1)N1CCCc2ccccc21)N1CCOCC1 (configuration not stated),1%,5%,0%,1%,6,11%,?,?,2%
COC(=O)CCNC(=O)Cc1ccc(S(=O)(=O)N2CCCCC2)s1,0%,16%,105%,-15%,6,23%,-23%,i,-1%
CCCCc1nc2cc(C(=O)N3CCNC(=O)C3CC(=O)OC)ccc2o1 (configuration not stated),3%,-2%,-4%,6%,-11,-3%,6%,i,-4%
CNC(=O)c1c(O)c2cccc3c2n(c1=O)CCC3,?,-1%,13%,?,-1,2%,-15%,i,?
CC1(C)C(=O)Nc2ccccc2N1C(=O)COC(=O)C1CCCCC1,-2%,11%,0%[9.22 µM],15%,15,11%,5%,i,18%
CCOC(=O)CSc1[nH]c2cc(OC)ccc2c1[N+](=O)[O-],1%,5%,-1%,4%,12,17%,-16%,i,8%
CCOC(=O)c1cnc2cc(C(F)(F)F)ccc2c1N1CCN(c2ccc(F)cc2)CC1,/,/,/,-11%,/,/,3%,i,-5%
O=C(O)C(Cc1ccccc1)N1C(=O)C=CC1=O (configuration not stated),/,16%,/,13%,-8,9%,/,i,28%
CSc1ccccc1NC(=O)CSCc1ccccc1Br,5%,5%,-1%,?,4,2%,-3%,i,1%
Nc1c(C(=O)NCc2ccco2)nnn1-c1ccccc1,-1%,0%,-5%,-6%,-10,15%,12%,?,20%
O=C(NN=C1CCCCCCCCCCC1)c1ccncc1,0%,20%,?,3%,0,23%,-15%,i,-1%
COCCNC(=O)COc1ccccc1Cl,-10%,19%,-3%,?,9,15%,1%,i,14%
CCOc1ccc(CSC(CC(=O)O)C(=O)O)cc1 (configuration not stated),-2%,5%,1%[9.22 µM],31%,11,16%,-4%,i,16%
COc1ccc(Cl)cc1Nc1nc(-c2sc(NC(=O)CC(C)C)nc2C)cs1,?,-21%,?,-14%,-9,-12%,7%,i,?
O=C(CN1C(=O)C2CCCCC2C1=O)Nc1ccccc1C(=O)O (configuration not stated),1%,-5%,-9%,?,15,-6%,-18%,i,3%
CCC/C=N/NC(=O)C1COc2ccccc2O1 (configuration not stated),0%,?,-4%,1%,-1,-25%,4%,i,5%

Source: PubChem (National Center for Advancing Translational Sciences (NCATS))

Rows were taken by chance; any-hit rate near 11%.
